hgDAF-12 ag = agonists of H. glycines DAF-12 nuclear receptor; HEK293 GAL4-hgDAF12 UAS-luciferase reporter, agonist luminescence; normalized to butyrate control; activation, % at 6.8 µM; 370,000 compounds, 1.8% hits; AID 687014;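 active = activation above a cutoff set at the mean of all screened compounds plus 3 SD, cut at about 10% in these data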;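 also: 0% = DMSO wells and 100% = sodium butyrate wells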
ssDAF12 agonist = S. stercoralis DAF-12 activation, primary screen. AID 652126. activation, % at 6.8 µM. 370,000 compounds, 1% hits. HEK293 ssDAF-12/GRIP1 lit1-tk-luc reporter, luminescence; % of 3 µM dafachronic acid response;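 active = activation above the mean over all tested compounds plus 3 SD, cut at about 0.9% in these data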;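 also: 0% = DMSO-only wells and 100% = 3 µM delta7-dafachronic acid wells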
DAX1 inh-1 = blocks DAX1 repression of SF-1 activated StAR promoter | HEK293T StAR-luciferase reporter, SF-1/DAX-1 repression relief | inhibition, % at 6.8 µM | 370,000 compounds, 1.1% hits | AID 652010;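 active = inhibition above the mean over all tested compounds plus 3 SD, cut at about 3.6% in these data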;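 also: 0% = DAX-1 cells with DMSO and 100% = cells lacking DAX-1 with DMSO; higher inhibition means more luminescence from relief of DAX-1 repression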
GAA850 FXN act = frataxin GAA850 promoter activation | HEK293 lucGAA850 FXN promoter luciferase reporter, 24 h; percent of 10 µM SAHA response | activation, % at 6 µM | 360,000 compounds, 0.56% hits;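 active = activation above the average of all compounds screened plus 3 SD, cutoff fixed separately per campaign, cut at about 7.5% in these data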;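 also: 0% = DMSO wells and 100% = 10 µM SAHA wells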
ADAM17 inh = ADAM17 inhibition, QFRET primary screen; 370,000 compounds, 0.83% hits; inhibition, % at 6.95 µM; recombinant ADAM17, EDANS/DABCYL FRET peptide cleavage; P78536;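 active = inhibition above the mean of compounds lying between control limits plus 3 SD, set per campaign, cut at about 8.5% in these data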;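 also: 0% = DMSO-only wells as the low control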
HGIII-sPLA2 inh = Inhibits HGIII-sPLA2 liposome hydrolysis, primary screen; Q9NZ20; QFRET BODIPY PC-A2 liposome hydrolysis, fluorescence; inhibition, % at 12.2 µM; 370,000 compounds, 0.56% hits; AID 743126;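 active = inhibition above mean plus 3 SD of compounds lying within the high and low control bounds, cut at about 19% in these data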;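 also: 0% = median of test compound wells and 100% = no enzyme DMSO wells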
hcDAF12 agonist = H. contortus DAF-12 activation, primary screen; activation, % at 6.8 µM; HEK293 hcDAF-12 lit1-tk-luc reporter, luminescence; 0% DMSO, 100% Δ7-dafachronic acid; 370,000 compounds, 1.4% hits; AID 652067;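 active = activation above the mean of all tested compounds plus 3 SD, cut at about 5.5% in these data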;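 also: 100% = response to 3 µM Δ7-dafachronic acid high control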
DAX1 inh-2 = NR0B1 (DAX1) inhibition. AID 504766. 340,000 compounds, 0.99% hits. HEK293 Gal4-DAX1 luciferase reporter, luminescence. P51843. inhibition, % at 6.75 µM;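 active = inhibition above the mean over all tested compounds plus 3 SD, cut at about 4.2% in these data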;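 also: 0% = DAX1-transfected cells with DMSO and 100% = empty-vector control cells with DMSO; inhibition shows as a rise in luminescence from relieved DAX1 repression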
PLC-gamma1 inh = inhibitors of human phospholipase C gamma1 | purified PLC-gamma1, fluorogenic substrate, fluorescence | inhibition, % at 12.2 µM | 370,000 compounds, 0.84% hits | AID 720700; in the data active = inhibition above about 9.5%
Target sequence (P19174 whole entry, looked up): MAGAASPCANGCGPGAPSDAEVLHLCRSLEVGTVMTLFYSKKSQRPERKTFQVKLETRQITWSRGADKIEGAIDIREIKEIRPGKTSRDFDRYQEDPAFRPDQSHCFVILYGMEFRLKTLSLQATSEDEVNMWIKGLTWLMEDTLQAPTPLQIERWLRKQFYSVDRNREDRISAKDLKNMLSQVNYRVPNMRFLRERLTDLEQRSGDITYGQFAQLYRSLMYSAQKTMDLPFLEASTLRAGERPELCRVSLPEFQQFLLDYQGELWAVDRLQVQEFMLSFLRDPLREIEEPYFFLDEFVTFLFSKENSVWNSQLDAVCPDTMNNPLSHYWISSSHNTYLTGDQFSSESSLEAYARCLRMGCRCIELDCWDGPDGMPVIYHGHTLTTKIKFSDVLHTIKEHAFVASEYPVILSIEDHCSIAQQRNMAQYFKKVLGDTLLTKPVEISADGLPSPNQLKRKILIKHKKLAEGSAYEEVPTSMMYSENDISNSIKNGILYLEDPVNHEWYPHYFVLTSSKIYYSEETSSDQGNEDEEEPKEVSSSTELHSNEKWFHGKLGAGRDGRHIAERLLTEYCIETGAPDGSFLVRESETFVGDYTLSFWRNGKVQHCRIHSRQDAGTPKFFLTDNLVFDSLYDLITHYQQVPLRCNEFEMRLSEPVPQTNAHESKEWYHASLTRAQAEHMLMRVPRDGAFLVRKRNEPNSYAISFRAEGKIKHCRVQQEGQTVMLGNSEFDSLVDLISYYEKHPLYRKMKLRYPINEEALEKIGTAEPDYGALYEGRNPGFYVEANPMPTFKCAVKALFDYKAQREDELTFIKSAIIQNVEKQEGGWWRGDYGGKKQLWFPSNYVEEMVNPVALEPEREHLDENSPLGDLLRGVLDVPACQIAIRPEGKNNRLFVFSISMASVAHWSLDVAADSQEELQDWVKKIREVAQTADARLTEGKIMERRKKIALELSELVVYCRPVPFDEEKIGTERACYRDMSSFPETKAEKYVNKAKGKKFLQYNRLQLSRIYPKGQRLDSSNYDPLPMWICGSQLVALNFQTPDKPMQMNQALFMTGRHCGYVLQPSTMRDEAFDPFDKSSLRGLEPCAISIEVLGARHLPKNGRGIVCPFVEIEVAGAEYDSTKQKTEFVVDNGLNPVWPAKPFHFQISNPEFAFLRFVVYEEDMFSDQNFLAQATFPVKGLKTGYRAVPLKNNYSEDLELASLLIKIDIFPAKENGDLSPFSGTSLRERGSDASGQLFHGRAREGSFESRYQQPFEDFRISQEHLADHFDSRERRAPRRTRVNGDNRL
ADAM10 inh = inhibitors of human ADAM10; inhibition, % at 7 µM; O14672; 370,000 compounds, 0.62% hits; AID 720582; recombinant ADAM10, EDANS/DABCYL FRET peptide cleavage, 3 h;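 active = inhibition above a per-campaign cutoff equal to the mean of compounds falling between control-based bounds plus 3 SD, cut at about 20% in these data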;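 also: 0% = DMSO wells while the 100% control is not disclosed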
PLC-beta3 inh = PLC-beta3 (human) inhibition, primary screen. Q01970. Purified PLC-beta3, fluorogenic substrate, fluorescence. inhibition, % at 12.2 µM. 370,000 compounds, 0.18% hits. AID 720704; in the data active = inhibition above about 11%;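 also: 0% = median of compound wells on plate and 100% = full blocker control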
Active calls of the source: *; · = not tested or not shown. An unsorted share of the library, and some 6.9% of all compounds hit somewhere here.

Each structure is followed by: DAX1 inh-2	ADAM10 inh	HGIII-sPLA2 inh	hcDAF12 agonist	hgDAF-12 ag	GAA850 FXN act	DAX1 inh-1	PLC-gamma1 inh	ssDAF12 agonist	PLC-beta3 inh	ADAM17 inh
- CN1CCN(/N=C/c2nc(-c3ccc(Cl)cc3)n3ccccc23)CC1
→ 0.2	-41	5	2.4	9.6	5.2	0.8	-89	-0.5	-97	-20
- CC1CCCN(C(=O)C(Cc2ccccc2)n2cccc2)C1 (configuration not stated)
→ -0.5	-9	-12	0.8	0.4	1.6	0.1	-1	-1.6	0	-2
- CN(Cc1cccc(F)c1)C(=O)C1CC(=O)N(c2ccc3c(c2)OCCO3)C1 (configuration not stated)
→ 0.1	-14	9	-0.1	0.7	0.3	-0.1	3	-1.0	-2	-6
- COc1cccc(-c2cc(C(=O)Nc3ccc4c(c3)OCO4)no2)c1
→ -0.9	-8	-1	2.7	0.8	0.9	0.4	0	-1.1	-6	-2
- CCc1ccc(NC(=O)C(C)OC(=O)Cn2[nH]c(=O)c3ccccc3c2=O)cc1 (configuration not stated)
→ 0.4	-4	14	-0.4	-3.1	1.1	1.6	3	-1.1	-1	-4
- Cc1nc2ccccc2nc1OCC(=O)NCC(F)(F)F
→ 0.6	-92	6	-2.0	-2.8	1.1	0.2	-9	-1.6	-13	-26
- COc1ccccc1CNC(=O)c1cc(S(=O)(=O)N2CCOCC2)cn1C
→ -0.8	-3	0	1.4	1.7	-0.3	0.1	0	-0.6	1	-2
- COc1ccc(OC)c(C2/C(=C(/O)c3ccc(C)cc3)C(=O)C(=O)N2Cc2ccco2)c1 (configuration not stated)
→ 1.5	4	2	2.3	1.7	0.2	0.1	1	0.0	1	1
- Cc1cccn2c(=O)c(/C=C(\C#N)C(=O)NCc3ccco3)c(N3CCCCCC3)nc12
→ ·	-57	3	-0.4	-5.1	0.9	0.2	-9	-1.1	-18	-24
- COc1ccc(S(=O)(=O)Nc2ccc(Cl)cn2)c(C)c1C
→ 0.3	1	3	-1.1	0.7	2.7	0.5	3	-0.8	0	0
- CC(=O)c1ccc(S(=O)(=O)N(C)CC(=O)N2CCCCCC2)cc1
→ 0.1	-7	-2	-1.9	-3.6	1.7	0.3	0	-1.4	-4	-2
- Cc1ccc(Nc2nc(N3CCOCC3)nc(N3CCOCC3)n2)cc1Cl
→ 0.5	4	8	1.7	0.8	1.5	0.0	2	-0.9	-10	-5
- CN1C(=O)c2ccc(C(=O)Nc3nccs3)cc2C1=O
→ -1.4	10	2	-2.2	-2.0	1.4	-0.3	3	-1.8	5	1
- CCOC(=O)C1CCN(c2nc(C)nc3c2oc2ccccc23)CC1
→ -0.7	6	-5	0.0	-1.5	3.5	0.5	-23	-1.6	-27	1
- CN1C(C(=O)NCc2ccco2)CC2Cn3c(nc4ccccc43)C21 (configuration not stated)
→ -0.6	-3	4	-1.2	2.0	0.1	-0.3	-3	-1.1	-3	-3
- COc1ccc(S(=O)(=O)Nc2ccc(S(=O)(=O)N(C)C)cc2)cc1[N+](=O)[O-]
→ 1.9	2	-6	-1.1	1.9	0.3	0.1	1	-0.3	2	0
- Cc1ccc(C(=O)O)cc1NC(=O)CSc1nnc(-c2ccccc2F)n1C1CCCCC1
→ -1.1	-2	-6	-0.1	-1.9	-1.2	-0.1	0	-1.5	-2	-5
- Cc1ccc(C)c(N2CCN(C(=O)c3ccc(NS(=O)(=O)c4c(C)noc4C)cc3)CC2)c1
→ -1.1	0	-35	-0.7	0.9	2.8	-0.5	-1	-1.4	-2	0
- O=C1Cc2ccccc2C(c2c(Cl)cccc2Cl)N1 (configuration not stated)
→ 0.2	11	0	-1.1	0.5	1.9	0.2	8	-1.0	-3	1
- CC(C)=NOCC(=O)Nn1c(COc2c(C)cccc2C)nc2ccccc2c1=O
→ -0.3	-11	5	0.1	1.2	0.8	0.3	2	-1.5	-6	2
- CC(=O)C12OC1CC1C3CCC4=CC(=O)CCC4(C)C3CCC12C (configuration not stated)
→ 0.5	-4	-5	-1.0	-1.2	1.5	-0.6	2	-0.7	-2	-3
- CCn1c(C(=O)O)c(CC(=O)Nc2ccccc2F)c2ccccc21
→ 0.4	0	-8	-0.2	0.4	0.3	-0.1	1	-1.2	-5	-3
- CC(NC(=S)NNS(=O)(=O)c1cccc([N+](=O)[O-])c1)c1ccccc1 (configuration not stated)
→ 0.6	3	12	-0.9	-1.0	-1.2	1.7	-1	-1.3	-5	-3
- CC(C)CNS(=O)(=O)c1ccc(S(=O)(=O)N2CCN(C3CCCC3)CC2)cc1
→ 0.4	4	-2	2.1	-0.5	-0.1	-0.1	-2	-0.8	-4	1
- COc1ccc(NS(=O)(=O)c2cc(NC(=O)[C@H](C)NC(N)=O)ccc2N2CCCC2)cc1
→ 0.3	-49	0	-1.1	6.3	1.5	-0.8	-2	-0.3	-12	-11
- Cc1ccc(C(=O)NC=C(Cl)Cl)cc1
→ -0.2	-4	4	-2.2	-0.2	-0.1	-0.5	-2	-1.1	4	-3
- CC(C)C[C@@H]1NC(=O)[C@H]2C[C@]3(c4ccccc4)c4ccccc4N[C@H]3N2C1=O
→ ·	-13	9	-0.9	-0.3	·	0.5	-5	-0.8	-5	-4
- CC(=O)c1ccc(OCC(O)Cn2nnc3ccccc32)cc1 (configuration not stated)
→ 0.1	-2	-4	0.3	-1.0	2.9	0.4	0	-0.3	2	-4
- COc1ccc(C2=CC(c3cc(OC)c(OC)c(OC)c3)NC(=S)N2)cc1 (configuration not stated)
→ 1.1	-33	-8	-2.4	-0.5	1.9	-0.9	-311	-1.0	-377	-14
- CCOc1cc(S(=O)(=O)NCc2ccc3c(c2)OCO3)ccc1F
→ 0.2	0	-10	0.5	2.0	1.1	-0.5	-1	-0.8	0	1
- Cc1cc(NC(=O)COC(=O)c2ccc(OC(F)(F)F)cc2)no1
→ -0.1	-14	13	-0.7	3.3	-1.2	-0.9	3	-1.0	-5	-4
- CC(C)CC1C(=O)N(Cc2cn(CCC3OCCO3)nn2)CCS(=O)(=O)N1Cc1ccc(-c2ccc(F)nc2)cc1 (configuration not stated)
→ -0.9	-11	-15	1.2	-4.0	0.2	0.6	4	-1.1	-3	2
- Cc1ccccc1NC(=O)COc1ccc(S(=O)(=O)N2CCCC2)cc1C
→ 0.1	-6	9	1.1	-0.3	4.5	1.7	1	-1.1	-4	-9
- COc1cc(C(=O)Nc2cc3c4c(c2)CC(=O)N4CCC3)cc(OC)c1OC
→ 0.8	-7	-12	-0.6	1.1	1.7	1.3	-2	-1.4	-6	-4
- CC1CCN(S(=O)(=O)c2ccc3[nH]cc(C(=O)NCCN4CCOCC4)c(=O)c3c2)CC1
→ 0.2	-82	-4	-0.3	2.5	-2.8	0.1	-6	-1.5	-2	-28
- CCn1cnc2c1c(=O)n(Cc1csc(-c3ccccc3)n1)c(=O)n2Cc1ccccc1
→ -0.2	8	-20	-0.6	-0.5	5.3	-0.1	0	-1.6	-5	3
- COc1cc(NC(=O)CN2CCN(C(=O)c3ccco3)CC2)c(C)cc1[N+](=O)[O-]
→ -1.2	-3	-1	-1.1	-4.0	0.0	0.2	4	-1.2	-3	-3
- O=[N+]([O-])c1ccc(Cl)c(S(=O)(=O)Nc2ccc(-c3ccc(N4CCCC4)nn3)cc2)c1
→ 1.0	-1	-23	1.4	3.0	3.8	-0.8	3	-0.6	-5	5
- O=C(Cc1ncc(C(F)(F)F)cc1Cl)Nc1ccc(F)cc1
→ -0.8	7	-29	1.3	-1.4	1.4	-0.2	3	-0.7	-1	-1
- O=C(NC(=S)Nc1ccc2c(c1)OCCO2)c1cccc(Br)c1
→ 1.7	16	6	5.2	14*	5.4	3.5	3	-0.3	1	4
- CCOc1ccc(N(CC(=O)NCCc2ccccc2)C(=O)CCC(=O)Nc2cc(C)ccn2)cc1
→ -0.8	4	7	2.4	1.2	1.4	-0.3	5	-0.9	-10	4
- O=C(c1cc(COc2ccccc2)on1)N1CCCC(OCc2cccnc2)C1 (configuration not stated)
→ -0.3	6	1	-0.4	-1.7	1.4	-1.4	-3	-0.8	-6	0
- CCOC(=O)CCNC(=O)CNC(=O)OCc1ccccc1
→ 2.4	0	-2	-1.2	-0.7	-0.9	-0.3	-2	-0.9	-3	-4
- CC(=O)c1ccc(S(=O)(=O)NCCCC(=O)N(C)Cc2ccc3c(c2)OCO3)cc1
→ 0.9	0	-11	-2.0	0.8	0.1	0.9	9	-1.1	-4	3
- CCN(Cc1nc2cc(Cl)ccc2c(=O)[nH]1)C(=O)c1cccc(OCc2c(C)noc2C)c1
→ -0.9	-8	10	0.3	-1.6	1.4	-0.4	1	-1.1	-21	-3
- CC(=O)Nc1ccc(C(=O)NNS(=O)(=O)c2ccc(C)cc2)cc1
→ ·	0	-2	0.0	-2.0	1.6	-0.4	-1	-1.8	1	-1
- c1ccc(-c2ccc(-c3csnn3)cc2)cc1
→ 1.8	-5	1	-0.5	2.9	0.5	0.8	2	-0.5	1	-1
- COc1cc(C2OC(=O)C3C(c4ccc(OC(C)=O)c(OC)c4)OC(=O)C23)ccc1OC(C)=O (configuration not stated)
→ -1.1	1	16	1.7	-0.5	3.2	1.2	2	-0.8	-5	3
- CC(C)NCC(O)COCCOc1ccc(Br)cc1 (configuration not stated)
→ 1.3	-5	3	0.6	0.2	1.4	0.5	3	-1.1	2	5
